# From PubChem BioAssay
# All columns: NCI-60 one-dose screen, growth in % after 48 h at 10 µM unless noted; 100 = growth as untreated, 0 = no growth, -100 = all killed.
# SR – SR leukemia cells | hit rate 8.7% among 73,000
# T-47D – T-47D breast cancer | hit rate 5% among 79,000 | AID 1794792
# BT-549 – BT-549 breast cancer. hit rate 4.4% among 78,000. AID 1794793
# K-562 – K-562 leukemia; hit rate 7.4% among 78,000; AID 1794777
# MCF7 – MCF7 breast cancer. hit rate 6.3% among 82,000
# MDA-MB-231 – MDA-MB-231 breast cancer. hit rate 5% among 81,000. AID 1794789
# MOLT-4 – MOLT-4 leukemia cells; hit rate 6.9% among 80,000; AID 1794779
# MDA-MB-468 – MDA-MB-468 breast cancer; hit rate 8.5% among 78,000; AID 2202374
# Active calls of the source: *; . = no result given; & = joins results of further samples; [ ] = remark or other dose. The calls were made as follows: active = growth percent below 10; inactive = the rest.
# Start of the listing, in advance (two entries):
SMILES,K-562,MDA-MB-468,MOLT-4,MCF7,T-47D,MDA-MB-231,BT-549,SR
O=C(/C=C1\C(=O)N(Cc2ccccc2)c2ccccc21)c1ccc(OCCN2CCCCC2)cc1,2.2*,20,9.6*,4.0*,-56*,46,80,-22*
O=C(N/N=C/c1cc(Cl)ccc1O)C(=O)N/N=C/c1cc(Cl)ccc1O,52,61,56,61,74,77,87,51

# Main list, from the start:
SMILES,K-562,MDA-MB-468,MOLT-4,MCF7,T-47D,MDA-MB-231,BT-549,SR
O=C(/C=C1\C(=O)N(Cc2ccccc2)c2ccccc21)c1ccc(OCCN2CCCCC2)cc1,2.2*,20,9.6*,4.0*,-56*,46,80,-22*
O=C(N/N=C/c1cc(Cl)ccc1O)C(=O)N/N=C/c1cc(Cl)ccc1O,52,61,56,61,74,77,87,51
O=S(=O)(NCCCNc1nccc(-n2cnc3ccccc32)n1)c1ccccc1,80,69,77,88,46,92,97,80
COc1ccc(-c2cc(-c3ccccc3)n3nc(N)nc3n2)cc1,91,89,86,89,90,102,106,75
CC(=O)c1ccc(N2C(=O)c3cc(Cl)c(Cl)cc3C2=O)cc1,95,107,93,93,91,108,106,89
Cc1cccc([C@@H]2C[C@H](O)Cc3cc(Br)c4ccccc4c3N2)c1,65,111,68,67,91,72,100,64
COC(=O)C1=C(C(=O)c2cccc(OC)c2)C(c2ccco2)C(C#N)=C(N)O1 (stereo not drawn),81,61,87,79,107,91,118,80
CCCCn1c(-c2ccc(-c3nc(-c4ccc5c(c4)OCO5)no3)cc2)nc(-c2ccccc2)c1-c1ccccc1,90,93,91,91,85,91,101,101
O=c1oc2c(cnc3ccccc32)cc1-c1ccsc1,93,86,96,33,86,101,100,95
O=C(O)CS(=O)(=O)c1ccccc1,.,105,.,108,111,113,100,.
COc1cc(/C=C/C(=O)c2cc(OC)c(OC)c(OC)c2)ccc1OCc1ccc(Cl)cc1,90,106,100,109,110,97,109,89
NS(=O)(=O)c1ccc(Nc2nc(SCC(=O)c3ccc([N+](=O)[O-])cc3)nc3c2CCC3)cc1,91,90,93,89,96,92,116,88
FC(F)(F)C(C(Cl)Cl)C(Cl)(Cl)Cl (stereo not drawn),92,102,94,107,98,102,112,.
O=S(=O)(NCCCNc1nccc(-c2c(-c3ccccc3)nc3occn23)n1)c1ccc(Cl)cc1,51,67,68,61,59,93,104,61
CCc1c(C(=O)NCc2c(O)ccc3ccccc23)[nH]c(C)c1C(C)=O,86,70,.,76,58,78,88,61
C1C[S+]2CC[S+]1CC2,104,101,100,103,.,.,97,101
COc1ccccc1NC(=O)Nc1cc(C(C)C)c(O)cc1C,92,97,86,100,97,100,108,96
COc1cc(/C=C2\N=C(c3ccccc3)N(c3ccc(S(N)(=O)=O)cc3)C2=O)cc(OC)c1OC,102,85,105,71,89,85,.,62
Nc1ccc2oc(-c3ccc(F)cc3Cl)nc2c1,92,101,85,99,97,104,95,85
Oc1ccccc1/C=C/c1nc2ccccc2n2c(=S)[nH]nc12,90,93,100,51,93,103,118,86
C[C@@H](C[C@H](CCOC(=O)N1CCOCC1)c1ccccc1)c1ccoc1,106,71,102,91,90,100,94,94
Cc1ccc(-c2nc3ccccc3s2)c(=O)n1NS(=O)(=O)c1ccccc1,98,102,103,95,108,90,105,98
CN(C)CCOC(=O)COc1ccc(Cl)cc1,96,112,101,102,89,116,112,97
CCOc1ccc2nc(NC(=O)c3cccnc3Nc3ccc(OC)cc3)sc2c1,78,113,80,77,77,91,.,103
CC(=O)CC(=O)NCCN(C)C,90,99,102,100,96,117,93,.
CC(C)(C)OC(=O)N1C=C/C(=C\Cn2cc(-c3ccccc3)nn2)CC1,41,26,65,65,41,76,58,58
CCN(C(=O)c1ccc(NC(=O)C2C3C=CC(C3)C2C(=O)O)cc1)c1ccccc1 (stereo not drawn),67,94,.,98,86,101,108,83
Clc1ccc(-c2nc(-c3ccc(Cl)cc3)c3ccccc3n2)cc1,76,102,94,83,79,89,105,82
COc1ccc(C2=NOC(CC(=O)N3CCCC3)C2)cc1OC1CCCC1 (stereo not drawn),100,108,108,95,.,100,99,103
COc1ccc2c(c1)CCC1(C)CC(=O)C(Br)=C21 (stereo not drawn),117,.,117,110,98,154,87,126
CC1=C(C(=O)OCC2CCN(C(=O)OC(C)(C)C)CC2)[C@H](c2cccc(C#N)c2)C2=C(CC(C)(C)CC2=O)N1,24,60,25,41,70,60,65,.
[O-][n+]1c2ccccc2[n+]([O-])c2cc(O)ccc21,101,104,101,72,85,.,81,97
CCCCN(CCCC)CC(O)c1cc2ccc(C(F)(F)F)cc2c2cc(C(F)(F)F)ccc12 (stereo not drawn),65,75,74,78,88,66,114,77
CC(=O)c1ccc(NC(=O)CSc2nnc(-c3ccncc3)n2-c2ccccc2)cc1,97,101,105,100,103,98,96,110
N#CCCN(CCC#N)c1ccccc1,108,106,98,93,116,116,117,94
Cc1ccc(S(=O)(=O)N2CCc3c([nH]c4ccccc34)C2c2cc(=O)oc3cc(C)ccc23)cc1 (stereo not drawn),.,98,74,89,68,80,100,80
CC1=C(C)C(=O)C(C(C2=C(C)C(=O)C(C)=C(C)C2=O)c2ccc(N(C)C)cc2)=C(C)C1=O,58,.,28,80,66,65,68,61
N#Cc1c(-c2ccc(F)cc2)nc(SCc2nnc(-c3ccc(Cl)cc3)o2)[nH]c1=O,108,100,108,95,93,99,110,103
CN1C(=O)N(C)C2C1NN=c1s/c(=C3\C(=O)Nc4ccccc43)c(=O)n12 (stereo not drawn),98,105,103,95,.,90,100,84
CC1(C)CC(=O)CC2(C1)N=C(N)Nc1nc3ccccc3n12 (stereo not drawn),103,107,82,89,106,97,.,.

# Single records, from the list above. Order of screens: K-562, MDA-MB-468, MOLT-4, MCF7, T-47D, MDA-MB-231, BT-549, SR
# CN(C)CCOC(=O)COc1ccc(Cl)cc1 is listed as 96, 112, 101, 102, 89, 116, 112, 97
# COc1cc(/C=C/C(=O)c2cc(OC)c(OC)c(OC)c2)ccc1OCc1ccc(Cl)cc1 is listed as 90, 106, 100, 109, 110, 97, 109, 89
# CC(=O)c1ccc(NC(=O)CSc2nnc(-c3ccncc3)n2-c2ccccc2)cc1 is listed as 97, 101, 105, 100, 103, 98, 96, 110
# CC(=O)CC(=O)NCCN(C)C is listed as 90, 99, 102, 100, 96, 117, 93, .
# [O-][n+]1c2ccccc2[n+]([O-])c2cc(O)ccc21 is listed as 101, 104, 101, 72, 85, ., 81, 97

# (next part)
SMILES,K-562,MDA-MB-468,MOLT-4,MCF7,T-47D,MDA-MB-231,BT-549,SR
CCOC(=O)c1nocc1CCCOc1ccc(C(=O)NCc2cccc(C(F)(F)F)c2)cc1C,80,99,93,91,.,90,102,23
Cc1ccccc1-n1c(C)nc2cc(N3C(=O)CSC3c3ccccc3)ccc2c1=O (stereo not drawn),62,74,54,77,90,83,101,65
NCCNC(=O)c1nc(Cn2cc(Br)cn2)no1,101,94,110,102,.,115,.,110
Cc1ccc2sc(-c3ccc(NC(=O)CSc4nnc(-c5cccnc5SCc5ccccc5)o4)cc3)nc2c1,101,92,92,81,88,71,92,83
Nc1nc(N)c2c(n1)NC(c1ccc(Cl)cc1)C1CCc3ccccc3C1=N2 (stereo not drawn),31,19,22,25,53,77,83,33
COc1ccc(C(=O)CCC(=O)O)cc1OC,110,97,104,95,98,105,118,117
C=C(C)[C@@H]1CC[C@]2(COS(=O)(=O)c3ccc(C)cc3)CC[C@]3(C)[C@H](CC[C@@H]4[C@@](C)(CCCN)[C@H](C(=C)C)CC[C@]43C)[C@@H]12,82,84,83,83,65,97,96,90
CCOC(=O)c1cnn2c(-c3ccc(Cl)cc3)nc(NCc3ccccc3)nc12,.,85,65,5.2*,43,78,101,45
CCCCCCCCCCCCCCCCNC(=O)Nc1ccc(Cc2ccc(NC(=O)NCCCCCCCCCCCCCCCC)cc2)cc1,99,99,101,97,100,94,102,95
Cc1ccc(S(=O)(=O)N/N=C/c2ccco2)cc1,105,103,91,101,95,112,117,111
ClCCCOC1CCCCO1 (stereo not drawn),99,105,97,96,90,114,94,87
CCOC(=O)c1cc(C)[nH]c(=O)c1C#N,83,97,72,104,107,116,93,.
O=[N+]([O-])c1ccc(-c2cc3c(Nc4ccc(Sc5nc6ccccc6s5)c(Cl)c4)ncnc3s2)cc1,.,26,24,16,37,29,88,39
CC(C)SCC(=O)SC(=O)Nc1cccc(Cl)c1,103,116,103,96,100,119,113,101
c1ccc2cc(-c3cnc4nonc4n3)ccc2c1,37,51,56,29,63,83,82,15
O=C(O)CCCCCCCCCCOc1ccc(Cl)cc1Cl,81,22,97,90,93,101,114,95
O=C(O)CCCCCCCCCCSCc1ccccc1,99,93,88,95,99,100,102,94
Clc1cccc(-c2nonc2Nn2cnnn2)c1,99,101,111,104,102,110,99,113
N=c1c(S(=O)(=O)c2ccccc2)cc2c(=O)n3ccccc3nc2n1CCc1ccccc1,95,87,99,86,91,97,106,86
O=C(Cc1ccc(OCc2ccccc2)cc1)NCc1ccc2c(c1)OCO2,28,82,55,44,86,83,56,.
C=CCN=c1sc(-c2ccc3ccccc3c2)cn1NC(=O)c1cc2ccc1CCc1ccc(cc1)CC2,35,39,45,36,21,93,54,39
NC(=O)Cc1ccc2ccccc2c1,86,117,105,105,97,108,.,96
COc1ccc(C2=CC(c3ccc(C)cc3Br)N3C(C)=CSC3=N2)cc1 (stereo not drawn),95,98,88,60,84,115,107,.
O=C1N=C(C=c2ccc(=Cc3[nH]c(=O)[nH]c3O)cc2)C(=O)N1,99,77,87,106,99,128,166,75
O=C(Cc1ccc(/C=C/C(=O)c2ncc[nH]2)cc1)Nc1c(F)c(F)c(F)c(F)c1F,24,101,101,43,87,105,107,62
CCCCOc1nc2ccc(OC)cc2cc1C1CNC(=O)c2ccccc2N1 (stereo not drawn),.,97,.,.,94,84,98,.
O=C(/C=C/c1ccc(O)c(O)c1)N1CCN(c2ccc(Cl)cc2)CC1,62,40,27,75,49,59,57,27
N#Cc1c(-c2ccc(F)cc2)nc(N2NC(=O)CC2=O)nc1N1CCOCC1,91,91,89,98,91,104,94,94
CCCCN(CCCC)C(=N)c1ccc(OCc2ccccc2)cc1,17,11,42,47,35,71,69,25
Cc1nc2ccccc2c(=O)n1N,110&96,105&119,114&100,100&95,99&83,101&102,104&98,98
Nc1nc2c(C(=O)Nc3ccc(Cl)cc3)c(Nc3ccc(Cl)cc3)nn2c(-c2ccc(Cl)cc2)c1-c1nc2ccccc2s1,97,104,101,93,.,96,98,92
CC(CNc1ccc(Cl)cc1)(CNc1ccc(Cl)cc1)[N+](=O)[O-],80,108,87,94,81,92,100,90
N#Cc1c(-c2ccccc2)c2c(N)nn(-c3ccccc3)c2[nH]c1=O,95,130,96,98,93,91,102,100
COc1cc(-c2c(C#N)c(N)n3c(nc4ccccc43)c2C#N)cc(Br)c1OC,55,37,43,25,66,13,65,-1.4*
c1cc2c(cc1-c1cnc3nonc3n1)OCCO2,70,97,92,57,52,90,96,38
CC(C)CC(CC1=CCC2CC1C2(C)C)C1=C(O)C(C)(C)C(=O)C(C)(C)C1=O (stereo not drawn),.,6.3*,-24*,7.9*,4.6*,-6.3*,-6.0*,.
Cc1cc(Nc2nc(OCCCN(C)C)nc3ccccc23)n[nH]1,110,112,125,82,48,99,108,134
COc1ccc(/C=N/Nc2c3ccccc3nc3ccccc23)cc1,88,74,90,82,88,94,92,96
COC(=O)C1=C(C)NC(C)=C(C(=O)OC)C1c1c(Cl)nc2sccn12,116,.,99,128,114,122,100,113
CC(=O)OCC(=O)[C@@]1(O)CCC2C3CCC4=CC(=O)CC[C@]4(C)[C@@]3(F)[C@@H](O)C[C@@]21C (stereo partly drawn),118,104,89,104,108,99,91,106
CSc1nnc(-c2cnn(CC(O)c3ccccc3)c2N)n1-c1ccccc1 (stereo not drawn),97,118,99,90,101,109,110,98
CC(=O)c1ccc(NC(=O)COc2ccc(C3SCC(=O)N3c3ccc(F)cc3)cc2)cc1 (stereo not drawn),92,93,105,96,97,99,99,87
COc1ccc(Cc2cc(-c3ccccc3)nn(Cc3ccccc3)c2=O)cc1OC,22,43,9.1*,20,7.5*,44,15,40
CCOc1cccc([N+](=O)[O-])c1,95,62,106,98,90,79,107,91
Cc1c(C(=O)Nc2ccccc2)sc2c(=O)[nH]cnc12,.,135,.,94,93,106,90,.
O=C(NC(=S)Nc1ccc(S(=O)(=O)c2ccc(NC(=S)NC(=O)c3ccccc3)cc2)cc1)c1ccccc1,91,104,87,75,114,89,107,92
Cc1ccc(NC(=O)NCc2ccco2)cc1[N+](=O)[O-],93,81,98,84,103,109,95,92
COc1ccc(Nc2ncccc2/C=C/c2cc(OC)c(OC)c(OC)c2)cc1OC,.,98,82,79,50,64,100,57
CC12c3ccccc3C(C)(c3ccccc31)C(NS(=O)(=O)c1ccc(Cl)cc1Cl)C2O (stereo not drawn),69,93,76,89,85,104,108,90
C#CCOc1ccc2ncnc(Nc3cccc(CNC(=O)CCl)c3)c2c1,30[8.25 µM],-3.4*[8.25 µM],15[8.25 µM],30[8.25 µM],30[8.25 µM],53[8.25 µM],48[8.25 µM],25[8.25 µM]
O=c1[nH]c2ccccc2nc1/C(Cl)=C/c1ccc(Cl)cc1,46,.,81,83,100,96,112,54
CCOC(=O)C1(CCOC)CCCCC1=O (stereo not drawn),109,112,101,98,101,109,99,109
COc1cc(-c2csc(NC(=O)c3cccc(Cl)n3)n2)cc(OC)c1OC,106,91,98,89,89,98,100,102
